HBB splice mod = alters splicing of the hemoglobin beta chain; HBB splicing reporter cell assay, activation; EGFP reporter with mutant IVS2-654 intron; response scale: normalised to 500 nM splice-correcting PNA; Potency, µM (doses to about 46.1 µM), without a hit: at the top dose activation, hits mostly activators; 0.06% of 65,000 active; further: potency means the concentration at half of the fitted maximal effect; 0% is about no effect
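Compounds were applied for 2 days to HeLa EGFP-654 cells, 500/well in Optimem with 2% FCS. The reporter's EGFP is disrupted by mis-splicing of beta-globin intron IVS2-654. Readout: summed well GFP fluorescence from 488 nm laser scanning; reference was 500 nM antisense […] 654 PNA.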
HADH2 inh = blocks human hydroxyacyl-CoA dehydrogenase type II | 3.4% of 73,000 active | Potency, µM (doses to about 57.1 µM), for the others: at the highest dose activity change, negative = inhibition, most hits filed as inhibitors | AID 886 | Q99714 | recombinant HADH2, NADH fluorescence, beta-hydroxybutyryl-CoA; further: potency means the concentration at half of the fitted maximal effect; on the % scale 0 is the no-effect control and ±100 the full control effect; nearly all actives have a fitted effect of over 60% in size; many of its hits are not listed in these tables
Target sequence (Q99714 whole entry, looked up, one chain of several): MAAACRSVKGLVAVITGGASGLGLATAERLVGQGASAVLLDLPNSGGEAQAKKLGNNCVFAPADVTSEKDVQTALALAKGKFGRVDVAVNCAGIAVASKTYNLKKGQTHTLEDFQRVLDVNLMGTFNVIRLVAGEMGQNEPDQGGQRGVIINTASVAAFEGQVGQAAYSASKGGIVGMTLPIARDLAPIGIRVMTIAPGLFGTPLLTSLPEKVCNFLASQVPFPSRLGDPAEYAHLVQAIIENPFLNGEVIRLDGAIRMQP
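Read-out: 360 nm excitation, 450 nm emission, kinetic over 4 min. Conditions: His-tagged human HADH2 20 nM, pH 9.0 Tris with Tween-20, 1 mM NAD+, 90 uM beta-hydroxybutyryl-CoA.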
ALOX15 inhib = 15-hLO (ALOX15) enzyme inhibition. P16050. purified 15hLO-1, xylenol orange hydroperoxide absorbance. Potency, µM (top dose mostly 57.1 µM), for the others: at the top dose activity change, negative = inhibition, usual class: inhibitors. 1.4% of 74,000 active; further: potency means the concentration at half of the fitted maximal effect; on the % scale 0 is the no-effect control and ±100 the full control effect; nearly all actives have a fitted effect of over 55% in size
Target sequence (P16050 whole entry, looked up): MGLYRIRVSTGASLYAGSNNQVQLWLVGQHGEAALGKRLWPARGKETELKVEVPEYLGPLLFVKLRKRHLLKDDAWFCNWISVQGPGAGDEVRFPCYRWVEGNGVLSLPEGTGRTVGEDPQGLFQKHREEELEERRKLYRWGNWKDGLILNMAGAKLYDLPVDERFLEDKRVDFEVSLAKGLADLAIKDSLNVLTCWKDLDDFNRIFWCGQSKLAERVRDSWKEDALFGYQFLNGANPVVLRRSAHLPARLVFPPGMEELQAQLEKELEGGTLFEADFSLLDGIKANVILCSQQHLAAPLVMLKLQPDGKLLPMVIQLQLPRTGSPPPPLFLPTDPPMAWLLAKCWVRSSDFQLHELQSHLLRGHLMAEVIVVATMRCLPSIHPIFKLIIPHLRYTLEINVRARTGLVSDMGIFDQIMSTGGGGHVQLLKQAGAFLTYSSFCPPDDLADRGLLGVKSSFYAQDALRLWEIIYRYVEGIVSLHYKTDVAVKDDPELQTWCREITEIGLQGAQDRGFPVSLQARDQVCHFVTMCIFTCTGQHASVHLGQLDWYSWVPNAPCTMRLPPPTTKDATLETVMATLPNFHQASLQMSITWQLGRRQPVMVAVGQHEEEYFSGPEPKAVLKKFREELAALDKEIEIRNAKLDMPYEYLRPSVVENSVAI
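Purified human 15hLO-1 (40 nM final) in 25 mM Hepes pH 7.5, 0.01% Triton X-100 was preincubated with compound 15 min at room temperature, then reacted 6 min with 50 uM arachidonic acid; hydroperoxide detected by Fe-XO, 573/405 nm absorbance ratio.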
Rhodamine autofl = rhodamine region autofluorescence; Rhodamine-region fluorescence, 547/598 nm, Tris buffer; stronger effect = higher value; max dye-equivalent concentration, M; 0.05% of 59,000 active; in the data active means max dye-equivalent concentration above about 11 nM; inconclusive means between about 1.1 nM and that limit
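Read-out is relative fluorescence at 547 nm excitation and 598 nm emission, expressed as dye-equivalent concentration using rhodamine standards on every plate. Each compound was profiled across a concentration series after 15 min in 100 mM Tris, pH 8.0.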
TexasRed autofl = compounds fluorescent in Texas Red spectral region; Compound fluorescence, Texas Red channel, 547/618 nm; stronger effect = higher value; 0.06% of 59,000 active; max dye-equivalent concentration, M; in the data active means max dye-equivalent concentration above about 10 nM; inconclusive means between about 1.1 nM and that limit
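Texas Red-region profiling: compounds in 100 mM Tris pH 8.0 were read at 547/618 nm after 15 min at room temperature. Intensities were normalized against a six-point Texas Red standard series to give dye-equivalent concentration.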
DNA Pol III inh = inhibitors of bacterial DNA polymerase III holoenzyme. 0.25% of 71,000 active. Potency, µM (series often up to 57.1 µM), for inactives: at the highest dose activity change, negative = inhibition. reconstituted DNA polymerase III holoenzyme replication, biochemical. AID 603; further: potency means the concentration at half of the fitted maximal effect; on the % scale 0 is the no-effect control and ±100 the full control effect
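Reconstituted *E. coli* holoenzyme (0.35 nM Pol III, 1 nM beta, 154 nM SSB, 2 nM primase) was preincubated with compound for 15 min at RT. Synthesis on 1.4 nM ssM13Gori ran 35 min, then was stopped with PicoGreen/EDTA and read as dsDNA fluorescence.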
Fluorescein fluor = fluorescein region autofluorescence; Compound autofluorescence, 480/540 nm, fluorescein-equivalent; stronger effect = higher value; max fluorescein-equivalent concentration, M; 0.91% of 59,000 active; AID 593; in the data active means max fluorescein-equivalent concentration above about 10 nM; inconclusive means between about 1.1 nM and that limit
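Compounds (23 nL) in 100 mM Tris pH 8.0, 15 min at room temperature, then fluorescence read at 480 nm excitation/540 nm emission. Signal converted to fluorescein-equivalent concentration from an on-plate fluorescein standard curve.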
4-MU autofl = 4-MU region autofluorescence | max dye-equivalent concentration, M | 11% of 59,000 active | compound autofluorescence, 340/450 nm, 4-MU equivalents; stronger effect = higher value; in the data active means max dye-equivalent concentration above about 10 nM; inconclusive means mostly about 1.1 nM to 9.6 nM
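Compounds in 100 mM Tris, pH 8.0, incubated 15 min at room temperature, then fluorescence read at 340 nm excitation/450 nm emission. Signal converted to 4-MU dye-equivalent concentration using an on-plate six-point 4-MU standard curve.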
Epigenetic mod = epigenetic modulators derepressing GFP locus in mouse cells; mouse C127i GFP locus derepression, cytometry, 30 h; Potency, µM (doses to about 46.1 µM), for the others: at the top dose GFP derepression (activation); 0.09% of 68,000 active; AID 597; further: % of control where 0% means no effect
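Murine C127i mammary cells carrying a silenced, stably integrated CMV-driven GFP reporter were treated with compound for 30 hours at 37 C. After PBS washes, GFP-positive cells were counted by laser-scanning microplate cytometry.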
UbGFP stabilizer = inhibits proteasome, raising ubiquitin-GFP reporter fluorescence. Ubiquitin-GFP reporter cells, proteasome inhibition, GFP fluorescence; response scale: untreated = 0%, 10 µM MG-132 = 100%. Potency, µM (series often up to 45.9 µM), for the others: at the highest dose activation (GFP accumulation), usual class: activators. 67,000 tested, under 10 active; active means well fitted activation curve with a large enough effect, not every such curve was filed as active; inconclusive means small, poorly fitted or top-dose-only effect, or another doubt; inactive means no such curve, though single readings can be large or run the other way; further: potency means the concentration at half of the fitted maximal effect
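U2OS cells expressing ubiquitin(G76V)-GFP, seeded overnight in 0.5% FBS medium, then treated 4 hr at 37 C across 46 uM to 2.9 nM. GFP-positive cells counted by laser cytometry (488 ex/515 em); %activity scaled between basal and 10 uM MG-132.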
Hsp90 Hop PPI = changes Hsp90-Hop TPR2A binding signal, up or down; AlphaScreen TPR2A-His6 binding biotin-Hsp90 C-terminal peptide; Potency, µM (top dose mostly 57 µM), without a hit: at the highest dose activity change, negative = inhibition; 0.44% of 71,000 active; AID 595; active means well fitted curve in either direction with a large enough effect; inconclusive means small, poorly fitted or top-dose-only effect, or another doubt; further: potency means the concentration at half of the fitted maximal effect; on the % scale 0 is the no-effect control and ±100 the full control effect; many of its hits are not listed in these tables
* hit, by the source's call; i = inactive; ? = inconclusive; / = no result given; & = joins results of further samples; [ ] = remark or other dose. Unless noted, the call rests on the fitted dose curve; in most records, active means well fitted curve in the direction sought with a large enough effect; inconclusive means small, poorly fitted or top-dose-only effect, or another doubt; inactive means no such curve, though single readings can be large; an effect the other way counts as inactive or inconclusive. These rows are one share of the data; rates above refer to the full screens.

Assay codes – A = HBB splice mod; B = HADH2 inh; C = ALOX15 inhib; D = Rhodamine autofl; E = TexasRed autofl; F = DNA Pol III inh; G = Fluorescein fluor; H = 4-MU autofl; I = Epigenetic mod; J = UbGFP stabilizer; K = Hsp90 Hop PPI
CC(C)CN1C(=O)NC(NC(=O)c2ccco2)(C(F)(F)F)C1=O (stereo unspecified)
  A: -2.4%[57.5 µM]	B: 3%	C: 6%	D: i	E: i	F: -3%	G: i	H: i	I: 0%	J: 2%	K: -2%
O=C(Nc1ccc(S(=O)(=O)N2CCCCC2)cc1)c1ccncc1
  A: /	B: 1%	C: -1%	D: i	E: i	F: -1%	G: i	H: i	I: 0%	J: -4%	K: -4%
CCCCSc1nnc(CCC)n1N
  A: -0.6%	B: -2%	C: 4%	D: i	E: i	F: -4%	G: i	H: i	I: -2%	J: -8%	K: -5%
Cc1cc(C(F)(F)F)nc(NCc2ccc(F)cc2)n1
  A: 0.4%	B: 0%	C: 3%	D: i	E: i	F: -1%	G: i	H: i	I: -1%	J: -9%	K: 5%
CCOC(=O)CSC1=C(C#N)C(c2ccccc2F)C(C(C)=O)=C(C)N1 (stereo unspecified)
  A: 0.5%	B: ?	C: -17%	D: i	E: i	F: -5%	G: i	H: ?	I: -1%	J: -4%	K: -1%
COC(=O)CN(c1ccccc1F)S(=O)(=O)c1ccccc1
  A: -0.7%[0.0738 µM]	B: 2%[11.4 µM]	C: -4%[11.4 µM]	D: /	E: /	F: 3%[11.4 µM]	G: /	H: /	I: -2%	J: 0%[9.17 µM]	K: -4%[11 µM]
C=CCn1c(=O)c(C(=O)Nc2nnc(C)s2)c(O)c2ccccc21
  A: 1.1%[0.369 µM]	B: 4%	C: 5%	D: i	E: ?	F: -4%	G: ?	H: i	I: -2%	J: /	K: -3%
Cc1ccc(C2CC(=O)N3CN(c4ccc(Br)cc4)CSC3=C2C#N)o1 (stereo unspecified)
  A: 12%[0.369 µM]	B: 7.9µM*	C: 2.5µM*	D: i	E: i	F: -11%	G: i	H: i	I: 5%	J: -4%	K: -9%
Cc1ccc(-n2ncc(C#N)c2/N=C/N2CCOCC2)cc1
  A: -1.2%	B: 5%	C: -9%	D: i	E: i	F: 1%	G: i	H: i	I: 0%	J: -1%	K: 0%
COCCN(C(=O)Cn1nnc2ccccc21)C(C(=O)NC1CCCC1)c1cc(OC)ccc1OC (stereo unspecified)
  A: /	B: 4%	C: ?	D: i	E: i	F: -8%	G: ?	H: i	I: -2%	J: 4%	K: -2%
CCOc1ccc2[nH]c(=O)c(CN(Cc3ccc(F)cc3)C(=O)N3CCCC3)cc2c1
  A: -1.3%	B: -15%	C: -9%	D: i	E: i	F: -2%	G: i	H: 1.6e-07M*	I: 2%	J: -1%	K: 0%
COc1ccc(-c2noc(CN(C(=O)c3c(-c4ccccc4Cl)noc3C)C(C)C)n2)cc1
  A: -2.0%	B: 3%	C: -8%	D: i	E: i	F: 0%	G: i	H: i	I: 3%	J: 4%	K: 0%
COc1ccccc1S(=O)(=O)Cc1ccc(C(=O)N2CCOCC2)o1
  A: 0.3%	B: 0%	C: 0%	D: /	E: /	F: -5%	G: /	H: /	I: /	J: -6%	K: -3%[2.3 µM]
O=C(NC1CCCCCC1)C1c2ccccc2C(=O)N1Cc1cccnc1 (stereo unspecified)
  A: -0.1%	B: -7%	C: 15%	D: i	E: i	F: -6%	G: i	H: i	I: 6%	J: 6%	K: -3%
CN1CCN(CCC=C2c3ccccc3Sc3ccc(S(=O)(=O)N(C)C)cc32)CC1
  A: 0.8%	B: 14%	C: -13%&5%	D: i	E: ?	F: -4%	G: i	H: ?	I: -1%	J: 4%	K: -10%

In a second layout: 2 of the compounds above.
Cc1cc(C(F)(F)F)nc(NCc2ccc(F)cc2)n1
  HBB splice mod: 0.4% | HADH2 inh: 0% | ALOX15 inhib: 3% | Rhodamine autofl: i | TexasRed autofl: i | DNA Pol III inh: -1% | Fluorescein fluor: i | 4-MU autofl: i | Epigenetic mod: -1% | UbGFP stabilizer: -9% | Hsp90 Hop PPI: 5%
CCOC(=O)CSC1=C(C#N)C(c2ccccc2F)C(C(C)=O)=C(C)N1 (stereo unspecified)
  HBB splice mod: 0.5% | HADH2 inh: ? | ALOX15 inhib: -17% | Rhodamine autofl: i | TexasRed autofl: i | DNA Pol III inh: -5% | Fluorescein fluor: i | 4-MU autofl: ? | Epigenetic mod: -1% | UbGFP stabilizer: -4% | Hsp90 Hop PPI: -1%

(more compounds)
Assay codes – A = HBB splice mod; B = HADH2 inh; C = ALOX15 inhib; D = Rhodamine autofl; E = TexasRed autofl; F = DNA Pol III inh; G = Fluorescein fluor; H = 4-MU autofl; I = Epigenetic mod; J = UbGFP stabilizer; K = Hsp90 Hop PPI
CCC(c1nnnn1Cc1ccc2c(c1)OCO2)N1CCN(c2ccc(OC)cc2)CC1 (stereo unspecified)
  A: -0.3%[57.5 µM]	B: -6%	C: -17%	D: i	E: i	F: 4%	G: ?	H: i	I: 0%	J: -2%	K: -15%
CCOC(=O)Cc1csc(NC(=O)C(C)(C)C)n1
  A: 1.2%	B: 2%	C: 2%	D: i	E: i	F: -3%	G: ?	H: i	I: 0%	J: 1%	K: -5%
O=C(NC1CCCC1)c1ccc(CS(=O)(=O)c2ccc(Br)cc2)o1
  A: -0.3%	B: -4%	C: -4%	D: /	E: /	F: -4%	G: /	H: /	I: /	J: -7%	K: -4%[2.3 µM]
Cn1c(=O)c2cn(-c3cccc4ccccc34)cc2n(C)c1=O
  A: -2.8%	B: 1%	C: 2%	D: i	E: ?	F: 3%	G: i	H: i	I: 3%	J: -10%	K: -5%
Oc1ccccc1-c1nc(NCCN2CCOCC2)c2ccccc2n1
  A: /	B: /	C: /	D: i	E: i	F: /	G: i	H: i	I: 4%[20.6 µM]	J: /	K: /
CCOC(=O)c1c(NC(=O)c2nc3n(n2)C(C(F)F)CC(C)N3)sc2c1CCCC2 (stereo unspecified)
  A: /	B: ?	C: ?	D: i	E: i	F: 2%	G: i	H: 9.4e-08M*	I: -1%	J: 0%	K: 1%
CN1CCc2nc(SCCOc3ccccc3)c(C#N)cc2C1
  A: 3.5%	B: -7%	C: 3.2µM*	D: i	E: i	F: -14%	G: ?	H: 1.4e-08M*	I: ?	J: 0%	K: -10%
COCCn1c(SCc2ccccc2Cl)nc2c1c(=O)[nH]c(=O)n2C
  A: -0.4%	B: -13%	C: -3%	D: i	E: i	F: -2%	G: ?	H: i	I: 0%	J: 1%	K: -6%
O=C(C1CCC1)N1CCN(Cc2ccccc2)CC1
  A: 0.1%[57.5 µM]	B: 0%	C: 11%	D: i	E: i	F: -4%	G: i	H: i	I: 7%	J: 0%	K: -1%
C=CCNCc1cccn1-c1sc2c(c1C#N)CCCC2
  A: 1.9%	B: -8%	C: -5%	D: /	E: /	F: -3%	G: /	H: /	I: -3%	J: 30%	K: -7%
COc1ccc(-n2c(Cc3cccn3C)nnc2SCC(=O)Nc2ccccc2)cc1
  A: -1.1%	B: -10%	C: -27%	D: /	E: /	F: -9%	G: /	H: /	I: /	J: -3%	K: -24%
COc1cc(OC)cc(C(=O)Nc2ncc3c(n2)CC(C)(C)CC3=O)c1
  A: 2.5%[57.5 µM]	B: 5%	C: 2%	D: i	E: i	F: -4%	G: i	H: ?	I: 0%	J: -1%	K: -3%
Nc1nc2c(nc(Br)n2[C@@H]2O[C@H]3COP(=O)(O)O[C@@H]3[C@H]2O)c(=O)[nH]1
  A: 1.1%	B: -11%	C: 3%	D: i	E: i	F: -7%	G: ?	H: i	I: 0%	J: 5%	K: -9%
COc1ccc(Oc2ncc3nc(CCc4ccccc4)c(=O)n(C[C@H]4CCCO4)c3n2)cc1
  A: -1.1%	B: -6%	C: 20%	D: i	E: i	F: 2%	G: i	H: i	I: 3%[9.22 µM]	J: 1%	K: 0%
Cc1ccc(CNC(=O)CN2C(=O)COc3ccc(C)cc32)cc1
  A: -2.2%	B: 7%	C: -4%	D: i	E: i	F: -3%	G: i	H: i	I: 2%	J: -8%	K: -1%
CC(C)c1nc2oc3c(NCc4cccnc4)ncnc3c2c2c1CCC2
  A: 2.2%[0.369 µM]	B: 25µM*	C: 22%	D: i	E: ?	F: -6%	G: ?	H: i	I: 0%	J: 10%	K: -4%
CCOC(=O)Cc1csc(NC(=O)CSc2nnc(-c3ccc(C)cc3)o2)n1
  A: /	B: 19%	C: -3%	D: i	E: i	F: -3%	G: i	H: i	I: 2%	J: 0%	K: 3%
Cc1cccc(N)c1SC1CCCCC1O (stereo unspecified)
  A: /	B: /	C: /	D: i	E: i	F: /	G: i	H: i	I: 5%[20.6 µM]	J: /	K: /

Bioassay records: PubChem BioAssay, National Center for Advancing Translational Sciences (NCATS)
